# TRPV1 agonist = HTS Assay for Compounds that Act as Agonists of the Vanilloid Receptor 1 | activation, % at 8.33 µM | AID 540275, 2011 | TRPV1-expressing cells, Fluo-8 calcium influx, agonist mode | actives 0.19% (n = 320,000); in the data active = activation above about 80%; inconclusive = between about 30% and that limit; also: 0% is about no effect
#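 TRPV1-expressing cells were cultured overnight at 35.5C and loaded with Fluo-8 calcium dye for 40 to 90 min at room temperature. After a 10 s baseline, compound was added and calcium influx was read kinetically for 3 min (ex 480/em 520 nm).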
# USP2a block = qHTS Assay for Inhibitors of Ubiquitin-specific Protease USP2a Using CHOP2 as the Reporter; Ubiquitin carboxyl-terminal hydrolase 2 (Homo sapiens), O75604; actives 0.01% (n = 330,000); USP2 core, Ub-CHOP2 coupled fluorogenic reporter, 485/531; AID 463254, 2010; Potency, µM (titrated, usually from 38.3 µM), for inactives: at the highest dose activity change, negative = inhibition, actives largely listed as inhibitors;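 also: potency is read from the fitted curve at half-maximal effect; plate controls were DMSO wells for no effect and full inhibition by NEM control for full effect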
# Target sequence (O75604 whole entry, looked up): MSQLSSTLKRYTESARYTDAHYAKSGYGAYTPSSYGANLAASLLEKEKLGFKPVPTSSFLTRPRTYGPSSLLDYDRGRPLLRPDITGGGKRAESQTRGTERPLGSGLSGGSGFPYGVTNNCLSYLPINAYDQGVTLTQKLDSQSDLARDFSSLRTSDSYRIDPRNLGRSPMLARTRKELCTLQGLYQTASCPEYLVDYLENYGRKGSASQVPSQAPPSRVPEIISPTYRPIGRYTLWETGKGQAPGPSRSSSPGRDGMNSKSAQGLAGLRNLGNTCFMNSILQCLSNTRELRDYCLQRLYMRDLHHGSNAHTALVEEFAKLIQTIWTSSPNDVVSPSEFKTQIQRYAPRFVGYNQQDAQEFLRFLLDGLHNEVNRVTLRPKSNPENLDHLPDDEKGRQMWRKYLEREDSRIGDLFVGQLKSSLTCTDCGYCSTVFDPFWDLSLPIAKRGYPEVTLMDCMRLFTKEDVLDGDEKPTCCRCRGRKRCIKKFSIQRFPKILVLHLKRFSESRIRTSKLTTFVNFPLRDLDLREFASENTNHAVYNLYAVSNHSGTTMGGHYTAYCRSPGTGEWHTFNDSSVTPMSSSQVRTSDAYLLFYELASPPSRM
#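 Cell-free coupled assay: 10nM USP2 core preincubated 30min RT with compound in Tris-HCl pH 8.0/CaCl2/CHAPS buffer, then 25nM Ub-CHOP2 and 25nM reporter substrate; fluorescence (Ex 485/Em 531) read after 60min RT, normalized to NEM inhibition, concentration-response curves fitted.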
# ELG1 genotoxic = qHTS screen for small molecules that induce genotoxicity in human embryonic kidney (HEK293T) cells expressing luciferase-tagged ELG1. actives 1.3% (n = 330,000). AID 504466, 2011. HEK293T ELG1-luciferase reporter, luminescence, 16 h. Potency, µM (series often up to 46 µM), without a hit: at the top dose activity change, positive = activation, hits mostly activators; also: potency is read from the fitted curve at half-maximal effect; % of control where 0% means no effect; nearly all actives have a fitted effect of over 60% in size
#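 Genotoxicity was scored as increased ELG1-luciferase reporter signal, measured by ONE-Glo luminescence (30 min, room temperature). Compound or vehicle exposure of the HEK293T reporter cells lasted 16 hr at 37°C.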
# uPA surface inh = qHTS for Inhibitors of Cell Surface uPA Generation; AID 540303, 2011; cell surface uPA generation assay, qHTS; Potency, µM (titrated, usually from 38.3 µM), inactives show top-dose activity change, negative = inhibition, hits mostly inhibitors; actives 0.31% (n = 330,000); active = well fitted inhibition curve with a large enough effect; inconclusive = small, poorly fitted or top-dose-only effect; inactive = no such curve, though single readings can be large or run the other way; tested in mouse RAW 264.7 cells; also: potency is read from the fitted curve at half-maximal effect; % is scaled to controls: 0 for no effect and ±100 for the full control effect; nearly all actives have a fitted effect of over 55% in size
# ASM inhibitor = Inhibitors of Secretory Acid Sphingomyelinase (S-ASM): qHTS; placental ASM, HMU-PC fluorogenic substrate, 60 min; actives 0.006% (n = 340,000); Potency, µM (top dose mostly 57.5 µM), inactives show at the top dose activity change, negative = inhibition, hits mostly inhibitors; Sphingomyelin phosphodiesterase (Homo sapiens), P17405; AID 504937, 2011; also: potency is read from the fitted curve at half-maximal effect
#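 Human placenta-derived ASM preincubated with compound 10 min at room temperature, then reacted with 9 uM (final) fluorogenic HMU-PC substrate for 60 min at 37 C. Stop solution raises pH to 10; fluorescence read at Ex 386/Em 447 nm.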
# Eya2 phos inh = qHTS Assay for Inhibitors of the Phosphatase Activity of Eya2. recombinant Eya2, OMFP fluorescence dephosphorylation (OMFP is methylfluorescein phosphate). Potency, µM (highest dose often 76.9 µM), for inactives: at the top dose activity, negative = inhibition, usual class: inhibitors. actives 0.006% (n = 330,000). AID 488837, 2010; also: potency is read from the fitted curve at half-maximal effect; % is scaled to controls: 0 for no effect and ±100 for the full control effect
#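 Eya2 protein (added as 0.2 uM solution) was preincubated with compound for 10 min at ambient temperature in 50 mM HEPES pH 7.5, 50 mM NaCl, 5 uM MgCl2, 0.05% BSA, 1 mM DTT. OMFP (added at 50 uM) then reacted 10 min; fluorescence read at 485/525 nm.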
# p53 reactivator = qHTS assay for re-activators of p53 using a Luc reporter | actives 0.063% (n = 320,000) | H1299 p53-A138V BP100-luciferase reporter, luminescence, 24 h | Potency, µM (series often up to 92.2 µM), for inactives: top-dose activity change, positive = activation, usual class: activators; also: potency is read from the fitted curve at half-maximal effect; % of control where 0% means no effect; nearly all actives have a fitted effect of over 45% in size
#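 H1299 (p53-null), stable ts p53-A138V + BP100-Luc; 1000 cells/well, Opti-MEM/10% FBS; cpd 4 pt, 1:5; 24 h, 37 deg C, 5% CO2; detection reagent 10 min RT; luminescence.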
# a7 integrin act = qHTS for Activators of Integrin-Mediated Alleviation for Muscular Dystrophy | AID 624291, 2012 | actives 0.064% (n = 350,000) | alpha7betagal myoblasts, beta-gal FDG fluorescence, 48 h | Potency, µM (highest dose often 38.3 µM), inactives show at the top dose activation, usual class: activators;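 also: potency is read from the fitted curve at half-maximal effect; 100% = response of the positive control SU9516; nearly all actives have a fitted effect of over 60% in size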
#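 alpha7betagal+/- myoblasts (passage 13, 250/well) treated 48 h at 37C with compounds at 1:260 dilution of DMSO stock. Lysed, then beta-galactosidase activity read as FDG fluorescence (ex 480/em 540) after 30 min, with pre-read for autofluorescence.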
# B2AR arrestin = qHTS assay of beta-arrestin-biased ligands of beta2-adrenergic receptor; Beta-2 adrenergic receptor (Homo sapiens), P07550; beta-arrestin recruitment to beta2AR, cell-based reporter; Potency, µM (series often up to 46.1 µM), for the others: at the top dose activation, most hits filed as activators; actives 0.02% (n = 330,000); AID 492947, 2010;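 also: potency is read from the fitted curve at half-maximal effect; 0% = DMSO controls and full agonism = EC100 isoproterenol or metaproterenol; nearly all actives have a fitted effect of over 65% in size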
# Target sequence (P07550 whole entry, looked up): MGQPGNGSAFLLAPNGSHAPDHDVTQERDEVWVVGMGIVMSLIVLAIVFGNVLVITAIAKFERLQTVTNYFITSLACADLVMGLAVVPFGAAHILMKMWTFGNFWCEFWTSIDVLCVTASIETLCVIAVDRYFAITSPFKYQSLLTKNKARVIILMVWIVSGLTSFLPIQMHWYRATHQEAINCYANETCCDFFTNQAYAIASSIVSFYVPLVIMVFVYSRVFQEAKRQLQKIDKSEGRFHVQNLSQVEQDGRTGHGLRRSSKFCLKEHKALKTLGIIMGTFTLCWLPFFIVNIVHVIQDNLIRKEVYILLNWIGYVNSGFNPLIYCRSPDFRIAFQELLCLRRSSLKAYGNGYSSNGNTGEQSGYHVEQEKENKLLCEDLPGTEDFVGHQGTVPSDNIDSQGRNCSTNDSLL
# PTAP TSG101 blk = qHTS Assay for Iinhibitors of HIV-1 Budding by Blocking the Interaction of PTAP/TSG101. Fluorescence polarization, FITC-PTAP peptide / Tsg101 binding. 340,000 tested, under 10 active. Potency, µM (highest dose often 115 µM), without a hit: at the highest dose activity change, negative = inhibition, most hits filed as inhibitors; active = well fitted inhibition curve with a large enough effect in the main read-out, with a control signal flat, not every such curve was filed as active; inconclusive = small, poorly fitted or top-dose-only effect, or effect the other way, or a change in a side signal; inactive = no such curve, though single readings can be large or run the other way; also: potency is read from the fitted curve at half-maximal effect; % of control where 0% means no effect
#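 Steps: Tsg101 binding domain dispensed (10 uM final), compounds pinned in DMSO, FITC-labeled PTAP-motif peptide added (50 nM final); after 20 min binding at room temperature, polarization measured.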
# BRCA1 expr up = qHTS Assay to Identify Small Molecule Activators of BRCA1 Expression | MCF7-BRCA1-FFLuc reporter, luminescence, 48 h; response scale: scaled: vehicle 0%, 10 µM genistein 100% | Potency, µM (top dose mostly 46.1 µM), inactives show at the highest dose activation, hits mostly activators | actives 1.1% (n = 380,000) | AID 624202, 2012; also: potency is read from the fitted curve at half-maximal effect; nearly all actives have a fitted effect of over 80% in size; some results filed as inactive show a strong effect at the top dose
#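 Using MCF7 cells harboring a BRCA1 firefly luciferase reporter, plated 2 h before compound pinning, the screen measured luminescence after 48 h incubation. Responses were normalized to DMSO and 10 microM genistein, then fitted for concentration-effect.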
# * = called active by the depositor; ? = inconclusive; . = not tested or not shown; [ ] = dose if it differs, or a comment. Unless noted, calls follow the shape of the dose curve; as a rule, active = well fitted curve in the direction sought with a large enough effect; inconclusive = small, poorly fitted or top-dose-only effect, or another doubt; inactive = no such curve, though single readings can be large; an effect the other way counts as inactive or inconclusive.
compound	TRPV1 agonist	USP2a block	ELG1 genotoxic	uPA surface inh	ASM inhibitor	Eya2 phos inh	p53 reactivator	a7 integrin act	B2AR arrestin	PTAP TSG101 blk	BRCA1 expr up
Cc1ccccc1-n1c(-c2ccc(=O)[nH]n2)n[nH]c1=S	0	-3%	0%	-3%	0%	-1%	-3%	?	0.0%	2%	-4%
CCCOc1ccc(-c2nc(OCC)c3ccccc3n2)cc1	-2	-4%	3%	9%	-8%	-2%	10%	-13%	-0.4%	-9%	-42%
COCCN(C(=O)c1cccc(-n2cnnn2)c1)c1c(N)n(CC(C)C)c(=O)[nH]c1=O	1	2%	?	-3%	.	8%	8%	0%	-0.9%	-3%	3%
Cc1ccccc1OCC(=O)N1N=C(C(F)(F)F)CC1(O)C(C)(C)C (stereo unspecified)	2	3%	-1%	3%	-7%	-4%	11%	-10%	0.6%	-3%	-20%
CC(=O)Oc1ccccc1C(=O)C=Cc1cccc([N+](=O)[O-])c1	.	.	.	-19%	-3%	.	.	-44%[inhibitor]	.	2%	-89%[inhibitor]
O=C1c2ccccc2C(=O)c2cc(NC(=O)C3CC3)ccc21	8	6%	?	-8%	1%	-1%	16%	5%	-0.1%	-5%	93%
O=C(Cc1ccccc1)NN1C(=O)C2C3C=CC(C3)[C@@H]2C1=O (stereo partly specified)	0	0%	4%	8%	4%	-18%	-11%	-9%	0.1%	-3%	8%
COc1ccc(-c2nnc(SC(=O)N3c4ccccc4Sc4ccccc43)o2)cc1	5	2%	-1%	-22%	-7%	4%	?	-51%[inhibitor]	2.9%	1%	19%
COc1ccc(N/N=C(\C#N)C(=N)N2CCOCC2)cc1	2	3%	18µM*	-13%	-6%	-9%	7%	-27%	0.0%	0%	43%
COC(=O)c1cccc(COC(=O)c2ccccc2NC(=O)c2ccco2)c1	15	1%	2%	-1%	-2%	11%	2%	12%	0.1%	0%	2%
O=C(c1ccc(Cl)c(S(=O)(=O)N2CCCCC2)c1)N1CCCCC1	26	3%	-3%	-5%	0%	-1%	-15%	-43%[inhibitor]	-0.9%	-4%	1%
CN(CCCC(=O)Nc1ccccc1F)S(=O)(=O)c1ccc(F)cc1	5	-1%	-4%	-2%	-1%	-5%	-6%	4%	-0.4%	-10%	-3%
O=C(CCCN1C(=O)NC2(CCCC2)C1=O)N1CCN(S(=O)(=O)c2ccccc2)CC1	-1	3%	1%	10%	11%	-1%	2%	-3%	-0.1%	-9%	-18%
Cc1cc(OCC(=O)N(C)C2CCCCC2)cc(C)c1Cl	?	0%	?	4%	-3%	-16%	15%	-11%	-0.2%	-7%	72%
COc1ccc(NS(=O)(=O)c2nnc(NC(=O)c3ccccc3F)s2)cc1	-3	1%	7%	-2%	-13%	17%	5%	27%	0.4%	-8%	0%
CCn1c(=O)cc(OCC(=O)N2CCCCCC2)c2ccccc21	0	0%	11%	-3%	-2%	5%	-1%	14%	0.2%	-6%	-2%[1.84 µM]
COc1ccccc1C1OCC(C)(C)CO1	.	.	.	5%	-1%	.	.	19%	.	-1%	-25%
CCOC(=O)C1=C(CSc2nc(-c3ccncc3)ccc2C#N)OC(N)=C(C#N)C1c1ccc(OC)cc1 (stereo unspecified)	-3	-3%	3%	-8%	-12%	29%	3%	3%	-1.1%	-2%	27%
CCc1c(C)sc(NC(=O)Cn2nc(C)c([N+](=O)[O-])c2C)c1C(N)=O	5	1%	-4%	-1%	4%	4%	-4%	-19%	-0.2%	-2%	-24%
CC(C)CNc1nc(S(=O)(=O)c2ccccc2)c(Cl)s1	?	0%	-15%	12%	-1%	3%	6%	3%	0.3%	-1%	-24%
Cc1cc(C)n(-c2nc3c(c(=O)[nH]c(=O)n3C)n2Cc2ccccc2)n1	-2	1%	3%	-6%	3%	18%	-11%	-18%	-0.2%	0%	-23%
Cc1cc(C(=O)COC(=O)/C=C/c2cccc(F)c2)c(C)n1C	1	9%	2%	-13%	-2%	3%	1%	-8%	0.1%	1%	-1%
CN(Cc1cccnc1)C(=O)c1cc(COc2ccc3c(c2)CCCC3)on1	?	-4%	?	?	-1%	2%	-7%	-47%[inhibitor]	0.7%	.	68%
O=C(CN1C(=O)C(=O)N(Cc2ccccc2)C1=O)Nc1ccc(F)c(Cl)c1	14	2%	0%	4%	-8%	-27%	2%	-22%	-0.1%	0%	8%
CCn1c(SCC(=O)Nc2nonc2C)nnc1-c1ccco1	-2	-8%	-2%	0%	3%	11%	-5%	0%	3.9%	-3%	0%
Cc1ccc(C)c(NS(=O)(=O)c2cc(C(=O)Nc3ccccc3-c3ccccc3)ccc2Cl)c1	7	-6%	-7%	-16%	-5%	-1%	1%	0%	2.5%	1%	-35%
Cc1ccc(S(=O)(=O)N2CCCCC2)cc1NC(=O)c1cccnc1	-2	3%	-4%	15%	-3%	-27%	-2%	14%	-0.3%	-2%	-8%
CCC(C)NC(=O)/C=C1\Sc2ccccc2NC1=O (stereo unspecified)	-2	3%	6%	?	30%	5%	12%	-2%	3.4%	1%	65%
O=C(O)c1ccc(CNS(=O)(=O)c2ccc3ccccc3c2)cc1	-4	2%	-3%	2%	-1%	1%	10%	4%	0.0%	-2%	9%
FC(F)(Cl)c1nnc2ccc(Cl)nn12	0	2%	17%	-15%	5%	-8%	16%	-43%	0.0%	0%	-51%
Cc1nn(-c2ccccn2)c2c1C(=O)C(Br)CC2 (stereo unspecified)	0	1%	-13%	-1%	-2%	2%	2%	-67%[inhibitor]	-0.7%	-1%	-33%
CSc1ncc(CN2CCN(C3CCN(C(C)C)CC3)C(CCO)C2)cn1 (stereo unspecified)	2	2%	-3%	5%	-5%	3%	2%	7%	0.4%	0%	-2%
CCCc1cc(=O)n2nc(N3CCC(C(=O)Nc4cccc(C(C)=O)c4)CC3)sc2n1	-1	1%	7%	8%	-2%	6%	9%	10%	-0.3%	-7%	0%
O=c1c(Br)ccc(Br)cc1Br	.	.	.	-11%	0%	.	.	-53%[inhibitor]	.	-4%	-89%
CC1(c2ccccc2Cl)NC(=O)N(CC(=O)N2CCc3ccccc3C2)C1=O (stereo unspecified)	1	1%	0%	0%	1%	?	-8%	-44%	-0.3%	2%	11%
CCOC(=O)c1c(NC(C)=O)sc(/C(C)=N/Nc2ccc(C(=O)O)cc2)c1C	-2	1%	3%	2%	-13%	?	3%	-27%	-0.2%	-3%	53%

# Single records, as listed above. Values in the order: TRPV1 agonist	USP2a block	ELG1 genotoxic	uPA surface inh	ASM inhibitor	Eya2 phos inh	p53 reactivator	a7 integrin act	B2AR arrestin	PTAP TSG101 blk	BRCA1 expr up
# CCn1c(SCC(=O)Nc2nonc2C)nnc1-c1ccco1 is listed with -2	-8%	-2%	0%	3%	11%	-5%	0%	3.9%	-3%	0%
# O=C(O)c1ccc(CNS(=O)(=O)c2ccc3ccccc3c2)cc1 is listed with -4	2%	-3%	2%	-1%	1%	10%	4%	0.0%	-2%	9%

# (more compounds)
compound	TRPV1 agonist	USP2a block	ELG1 genotoxic	uPA surface inh	ASM inhibitor	Eya2 phos inh	p53 reactivator	a7 integrin act	B2AR arrestin	PTAP TSG101 blk	BRCA1 expr up
O=C(O)c1cc(NC(=O)c2ccccc2F)cc(NC(=O)c2ccccc2F)c1	-5	0%	2%	2%	1%	-6%	13%	12%	-0.2%	-1%	-25%
Cc1ccc(OCCNC(=O)c2cccc(Oc3ccc(C(F)(F)F)cc3[N+](=O)[O-])c2)cc1	6	1%	-1%	6%	-7%	1%	10%	-7%	-0.2%	1%	-57%
CCN(C(=O)C(C)N1C(=O)/C(=C/c2cccs2)SC1=S)C1CCS(=O)(=O)C1 (stereo unspecified)	4	3%	-8%	-1%	1%	4%	20%	-35%[inhibitor]	0.1%	2%	-44%
Cc1cccc(NC(=O)c2c(O)c3ccccc3[nH]c2=O)c1	-2	-2%	?	3%	2%	-6%	22%	9%	0.2%	2%	42%
CNC(=O)NC(=O)COC(=O)/C=C/c1cccc(Br)c1	9	2%	-3%	3%	1%	?	2%	-43%	0.2%	-1%	-9%
